# High-throughput results from PubChem.
# TDP1 inh: inhibitors of human tyrosyl-DNA phosphodiesterase TDP1; Q9NUW8; recombinant TDP1, AlphaScreen DNA substrate cleavage; Potency, µM (titrated, usually from 130 µM), for inactives: at the highest dose activity change, negative = inhibition, hits mostly inhibitors; actives 0.28% (n = 350,000); AID 485290; note: nearly all actives have a fitted effect of over 40% in size
# Target sequence (Q9NUW8 whole entry, looked up): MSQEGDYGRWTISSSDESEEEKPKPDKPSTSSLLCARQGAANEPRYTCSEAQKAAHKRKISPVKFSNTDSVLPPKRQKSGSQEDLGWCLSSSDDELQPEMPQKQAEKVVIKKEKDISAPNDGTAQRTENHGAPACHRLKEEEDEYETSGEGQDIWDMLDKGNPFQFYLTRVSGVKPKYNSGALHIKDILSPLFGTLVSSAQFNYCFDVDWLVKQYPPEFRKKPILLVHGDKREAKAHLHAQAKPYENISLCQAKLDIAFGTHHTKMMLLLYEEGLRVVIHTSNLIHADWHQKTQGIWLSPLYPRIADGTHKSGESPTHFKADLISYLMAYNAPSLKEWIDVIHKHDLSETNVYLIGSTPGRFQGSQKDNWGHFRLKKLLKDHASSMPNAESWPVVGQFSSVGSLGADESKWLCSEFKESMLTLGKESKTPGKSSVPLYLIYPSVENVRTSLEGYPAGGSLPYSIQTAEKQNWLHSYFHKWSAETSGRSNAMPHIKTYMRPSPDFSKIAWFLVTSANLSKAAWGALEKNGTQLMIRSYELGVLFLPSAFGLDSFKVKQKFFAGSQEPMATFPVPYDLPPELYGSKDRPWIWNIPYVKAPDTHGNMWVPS
#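 Recombinant E. coli-expressed Tdp1 (1 nM) preincubated with compound 15 min at RT, then 5'-biotin/3'-phosphotyrosine-FITC DNA substrate (15 nM) added for 5 min. AlphaScreen beads (10 ug/ml) added, 10 min RT; tyrosine-FITC cleavage read as signal loss.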
# N370S GC mod: N370S glucocerebrosidase modulation, Gaucher chaperone candidate | P04062 | N370S GC spleen homogenate, 4MU-glucoside fluorescence | Potency, µM (doses to about 59.4 µM), inactives show at the highest dose activity change, negative = inhibition, actives largely listed as inhibitors | actives 0.092% (n = 330,000) | AID 2101;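 note: 0% = full enzyme activity and -100% = no enzyme basal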
# FEN1 inhibitor: blocks human flap endonuclease 1 | P39748 | actives 0.35% (n = 390,000) | Potency, µM (top dose mostly 114 µM), for inactives: at the top dose activity change, negative = inhibition, usual class: inhibitors | Recombinant FEN1 flap cleavage, fluorescence, 15 min; note: nearly all actives have a fitted effect of over 65% in size
# Target sequence (P39748 whole entry, looked up): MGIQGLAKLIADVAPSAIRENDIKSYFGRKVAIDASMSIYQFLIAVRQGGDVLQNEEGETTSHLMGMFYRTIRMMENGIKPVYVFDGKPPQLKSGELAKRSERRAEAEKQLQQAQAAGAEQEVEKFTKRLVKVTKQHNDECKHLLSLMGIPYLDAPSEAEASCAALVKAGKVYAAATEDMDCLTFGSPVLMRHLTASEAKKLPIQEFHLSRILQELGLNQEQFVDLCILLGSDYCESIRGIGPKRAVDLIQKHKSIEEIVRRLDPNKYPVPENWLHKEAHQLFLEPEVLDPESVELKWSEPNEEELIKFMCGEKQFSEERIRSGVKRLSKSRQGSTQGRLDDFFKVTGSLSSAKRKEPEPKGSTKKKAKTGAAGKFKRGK
#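 Nuclease activity of 10 nM FEN1 was measured after 15 min of room-temperature exposure to titrated compounds, by adding 50 nM flap substrate and reading plates at 0 and 15 min.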
# * marks the source's active call; other numbers are inactive results; ? = inconclusive; . = no result given; & = joins results of further samples; [ ] = dose if it differs, or a comment. Calls come from the whole dose curve; as a rule, active = well fitted curve in the direction sought with a large enough effect; inconclusive = small, poorly fitted or top-dose-only effect, or another doubt; inactive = no such curve, though single readings can be large; an effect the other way counts as inactive or inconclusive. Unless noted, % is set by controls: 0 for no effect and ±100 for the full control effect; potency is the fitted concentration of half-maximal effect.
# The line under a structure holds: TDP1 inh	N370S GC mod	FEN1 inhibitor
> CCOC(=O)CSC1=NC(=O)/C(=C/c2ccc(Br)cc2)S1
→ 8%	3%	2%
> COc1ccc(C(=O)C[n+]2ccc3c(c2)nc(-c2ccccc2)n3C)cc1
→ 1%	1%	-4%
> COc1ccc(CNC(=O)CN2C(=O)COc3ccc(S(=O)(=O)Nc4ccccc4)cc32)cc1
→ 0%	.	-15%
> COc1nc(NCC(C)C)nc(Oc2ccc(=O)n(-c3ccccc3)n2)n1
→ 4%	7%	-1%
> CSC(=O)NC12CC3CC(CC(C)(C3)C1)C2
→ 4%	-22%	-7%
> COC(=O)C(=Cc1ccc(-c2ccsc2C(=O)OC)o1)C(=O)OC
→ 6%	6%	-19%
> COc1ccc(CCNC(=O)CCC(=O)NC2CCCC(C)C2C)cc1OC (stereo not drawn)
→ .	-1%	-1%
> Cc1cc(N(CN2CCCC2=O)C(=O)c2ccc(F)cc2)no1
→ 5%	.	-2%
> Cc1ccc2cccc(NC(=O)c3ccc(OC(C)C)cc3)c2n1
→ 3%	.	21%
> CCn1c(SCC(=O)Nc2ccccc2C(=O)OC)nnc1-c1cccc(C)c1
→ 4%	10%	3%
> COc1cc2[nH]c(=S)n(CCCN3CCOCC3)c(=O)c2cc1OC
→ 9%	-1%	-6%
> CCN(C(=O)c1cc2ccccc2oc1=O)c1cccc(C)c1
→ 0%	12%	1%
> COc1ccc(NC(=O)c2ccc(-c3ccc(OC)cc3)s2)cc1
→ 5%	2%	1%
> COc1cc(C(=O)N2CCN(S(=O)(=O)c3ccc(C)cc3C)CC2)ccc1OCC(=O)N1CCOCC1
→ 1%	.	-4%
> COCCCNC(=O)c1cn(-c2cccc(OC)c2)c(=O)c2ccccc12
→ .	-20%	-2%
> COc1cc(/C=C2/N=C(C3CCCCC3)OC2=O)cc(OC)c1OC
→ 0%	6%	17%
> O=[N+]([O-])c1ccc(NCc2ccccc2N2CCC(CO)CC2)nc1
→ .	8%	7%
> O=C(CS(=O)CC(=O)Nc1cccnc1)Nc1ccc(F)cc1 (stereo not drawn)
→ 2%	9%	2%
> CN(Cc1ccccc1)C(=O)c1cccnc1
→ .	4%	-3%
> Cc1ccc(SC(C)C(=O)Nc2ncn[nH]2)cc1 (stereo not drawn)
→ -1%	5%	17%
> CCCn1c(SCC(=O)N2CCN(c3ccc(OC)cc3)CC2)nc2c1c(=O)n(C)c(=O)n2C
→ 5%	17%	3%
> COc1ccc2sc(N(Cc3cccnc3)C(=O)COc3ccccc3)nc2c1
→ 8%	.	-1%
> Cc1cccc(OCCNc2ccc(C(F)(F)F)cc2[N+](=O)[O-])c1
→ 3%	-19%	41%
> CSCCC(NC(=O)C1CCC(C)CC1)C(=O)NCCN1CCOCC1 (stereo not drawn)
→ 9%	12%	14%
> CCOc1ccc(NC(=O)CN(C)C(=O)C2CC(=O)N(Cc3ccco3)C2)cc1OCC (stereo not drawn)
→ 0%	.	-4%
> Cc1cccc(NC(=S)NC2CC3CCCC(C2)N3Cc2cccs2)c1 (stereo not drawn)
→ 1%	2%[12.8 µM]	-10%
> COc1ccc(C(=O)n2nc(-c3ccco3)nc2NCc2cccs2)cc1
→ 2%	.	7%
> Cn1nc(C(=O)N2CCN(c3ccc(Cl)cc3)CC2)c2c1-c1ccccc1S(=O)(=O)C2
→ 2%&3%	-15%	-20%&4%
> CC(=O)N(C)c1ccc(NC(=O)CCN2C(=O)c3ccccc3C2=O)cc1
→ .	-16%	22%
> O=C(Nc1ccc2c(c1)OCO2)C1CCCN(c2nc3ccccc3s2)C1 (stereo not drawn)
→ 2%	2%	-8%

# Only FEN1 inhibitor and TDP1 inh, for some of the entries so far:
Compound	FEN1 inhibitor	TDP1 inh
CCOC(=O)CSC1=NC(=O)/C(=C/c2ccc(Br)cc2)S1	2%	8%
COc1ccc(C(=O)C[n+]2ccc3c(c2)nc(-c2ccccc2)n3C)cc1	-4%	1%

# Further entries follow.
# The line under a structure holds: TDP1 inh	N370S GC mod	FEN1 inhibitor
> COC(=O)[C@H](COC(C)(C)C)NC(=O)O[C@@H]1Cc2cc(OC)ccc2O[C@H]1c1cccc(OC)c1
→ 11%	-3%	.
> Cc1ccc(C(=O)N/N=C/c2cc(Br)ccc2O)cn1
→ .	-19%	-9%
> Cc1ccccc1C(=O)N1CCC(n2nccc2NC(=O)C2CC2)CC1
→ -1%	-1%	1%
> CC(=O)N[C@@H](CC(=O)N[C@H](CCC(=O)O)C(=O)O)C(=O)O
→ .	-11%	17%
> O=C(CCN1C(=O)c2cccc3cccc(c23)C1=O)N1CCN(c2ccccc2F)CC1
→ -3%	3%	1%
> O=C1NC2(CCCCC2)C(=O)N1c1ccccc1
→ -2%	26%	3%
> O=[N+]([O-])c1ccc(Oc2cc(NC3CCCCCCC3)c([N+](=O)[O-])cc2[N+](=O)[O-])cc1
→ .	0%	5%
> CCCCn1c(CCC(=O)O)ccc1-c1cccs1
→ 9%	3%	-13%
> Cc1ccccc1CSc1nnc([C@@H]2CCCN2)o1
→ 4%	-2%	20%
> O=C(Nc1ccc2ccccc2n1)Nc1cccs1
→ .	25%	-13%
> CN(c1ccccc1)S(=O)(=O)c1ccc(C(=O)N2CCc3ccccc3C2)cc1
→ 4%	-4%	-13%
> O=C(CSc1nnc(NCc2ccccc2)s1)NC1CCS(=O)(=O)C1 (stereo not drawn)
→ .	-9%	18%
> O=C(CCn1c(=O)c2ccccc2n(Cc2cccc(Cl)c2)c1=O)NCCc1ccccc1
→ 5%	.	-3%
> COc1ccc2c(CC(=O)OCC(=O)Nc3ccc(C)cc3)coc2c1
→ -13%	.	0%
> CC1=Nc2ccccc2N=C(NC(=O)c2ccccc2)C1c1ccc(Cl)cc1 (stereo not drawn)
→ 3%	16%	-17%
> COC(=O)C1=C[C@@H](C(=O)OC)C2C3=C(C(=O)[C@@]2(C)NC(=O)c2ccccc2)[C@H](c2ccccc2)[C@@H]2C(=O)N(c4ccccc4)C(=O)[C@@H]2[C@@H]3C1 (stereo partly drawn)
→ 6%	-5%	-17%
> CCOC(=O)c1[nH]c2ccccc2c1NC(=O)CC(C)C
→ .	1%	16%
> CCOc1ccc(CNC(=O)c2ccc(NC(=O)N3CCCCc4ccccc43)cc2)cc1OC
→ 2%	.	3%
> COc1ccc(C2(C)NC(=O)N(CC(=O)NC3CC3)C2=O)cc1 (stereo not drawn)
→ 1%	.	-6%
> CCC1=Nc2cc(C(=O)N3CCC(C)CC3)ccc2Sc2ccc(C)cc21
→ -5%	.	-15%
> CC(CC1CC(C)(C)OC1=O)C(=O)Nc1nncs1 (stereo not drawn)
→ 8%	0%	-3%
> CN(N=O)C(=O)N[C@H]1C(O)C(O)C(CO)O[C@@H]1O (stereo partly drawn)
→ -4%[56.1 µM]	-2%	.
> O=C(c1ccccc1)c1ccc(COC(=O)c2cnccn2)cc1
→ 3%	-3%	-2%
> Cc1cc2ccccc2n2c(SCC(=O)N3CCc4ccccc4C3)nnc12
→ 0%	-6%	-15%
> COc1cccc(CN(C)S(=O)(=O)c2c(C)noc2C)c1OC
→ -2%	-13%	-5%
> O=C1[C@H]2CCC=C[C@H]2[C@H](c2ccccc2Br)N1Cc1ccccc1
→ -4%[56.1 µM]	1%[89.1 µM]	0%
> CCn1c(SCC(=O)N2CCc3ccccc32)nnc1-c1c[nH]c2ccccc12
→ 0%	1%	-4%
> CC(C)c1nn2c(=O)cc(COC(=O)c3ccccc3NC(=O)C3CCCCC3)nc2s1
→ 1%	.	1%
> CC(C)c1ccc(S(=O)(=O)c2cc3cc(Br)ccc3oc2=O)cc1
→ -3%	6%	-3%
> CN1CCN(Cc2c(O)ccc3occ(C(=O)c4ccccc4)c23)CC1
→ 5%	-5%	-12%
> COc1cc(OC)c(OC)cc1/C=N/Nc1ccc(Cl)nn1
→ .	-1%	-1%
> CCOC(=O)C1(Cc2ccccc2C)CCCN(C(=O)c2ccc(OC)o2)C1 (stereo not drawn)
→ 2%[56.1 µM]	0%	13%
> CC(C)COc1ccc(C(=O)N/C(=C\c2cccc([N+](=O)[O-])c2)C(=O)O)cc1
→ 0%	5%	0%
> COc1ccc(OC)c(/C=C2\SC(=S)N(NS(=O)(=O)c3ccc(C)cc3)C2=O)c1
→ .	-13%	-17%
> COc1ccc(C2C(=O)N(C3CCCCCC3)CC(=O)N2CCC2=CCCCC2)cc1 (stereo not drawn)
→ 8%	.	-7%
> Cc1cccc(NC(=O)CCC(=O)Nc2nnc(C3CCCCC3)s2)c1
→ 1%	19%	17%
> O=C(c1ccco1)N1CCN(c2ncnc3c2[nH]c2ccc(Cl)cc23)CC1
→ 8%	15%	.
> COc1ccc(CCNC(=O)CN2C(=O)c3ccccc3S2(=O)=O)cc1
→ 2%	-8%	10%
> COc1ccc(CNC(=O)C2CCCN(S(=O)(=O)c3ccc(-n4cnnn4)cc3)C2)cc1 (stereo not drawn)
→ 1%	0%	-5%
> C/C=C(\C)CN1CCN(c2cc(C)ccc2C)CC1
→ 2%	11%[2.35 µM]	8%

# Exported as tab-separated lines: part of the list above
SMILES	TDP1 inh	N370S GC mod	FEN1 inhibitor
O=C(c1ccco1)N1CCN(c2ncnc3c2[nH]c2ccc(Cl)cc23)CC1	8%	15%	.
COc1ccc(CCNC(=O)CN2C(=O)c3ccccc3S2(=O)=O)cc1	2%	-8%	10%

# The listing continues:
# The line under a structure holds: TDP1 inh	N370S GC mod	FEN1 inhibitor
> O=C(Nc1cccc(C(F)(F)F)c1)Nc1ccc2snnc2c1
→ -3%	.	-11%
> COc1ccc(C(=O)n2ncc(C#N)c2N)cc1
→ 2%	-7%	0%
> Cc1nc(C)n(C(C)CNC(=O)c2cccc(Br)c2)n1 (stereo not drawn)
→ .	-6%	-4%
> Cc1cc2nc(Cl)c(Cl)nc2cc1C
→ .	9%	0%
> COC(=O)COc1ccc(/C=C2/NC(=O)N(CC(=O)OC)C2=O)cc1
→ 5%	-8%	-3%
> CN(C)C(CNC(=O)c1cccc(S(=O)(=O)Nc2ccccc2Cl)c1)c1ccco1 (stereo not drawn)
→ 6%	.	19%
> Cc1cc(C)n2nc(CC#N)c(C#N)c2n1
→ 0%	5%	-4%
> CN(CC(=O)Nc1cccc(F)c1)C(=O)c1cn(-c2ccccc2)nc1-c1ccc(F)cc1
→ 0%	.	-1%
> Cc1cccc(NC(=O)N2CCC(n3c(C)nc4cccnc43)CC2)c1
→ 6%	.	1%
> Cc1cc2ccccc2n1CCNC(=O)Cc1cccc2ccccc12
→ 4%	4%	?
> O=c1c2[nH]c3ccc(F)cc3c2ncn1CCCN1CCOCC1
→ 3%	9%	-1%
> CN(C)c1ccc2c(c1)Sc1cc(N(C)C)ccc1N2C(=O)c1ccccc1
→ 8%	-4%	-3%
> Cc1ccc(Nc2c(-c3ccc(N(C)C)cc3)nc3ccccn23)cc1
→ 10%	.	9%
> CC(=O)c1c(C)[nH]c(C(=O)OCn2nnc3ccccc3c2=O)c1C
→ 2%	-8%	-8%
> COc1ccc2c(c1)c1c(c(=O)n(-c3ccc(C)cc3)c(=O)n1CC(=O)NCc1ccc(C)cc1)n2C
→ 0%	.	6%
> COC(=O)c1cc(NS(=O)(=O)c2ccc(NC(C)=O)cc2)cc(C(=O)OC)c1
→ 0%	-1%	19%
> CN1CCN(C(=O)Cn2c(=O)oc3cc(S(=O)(=O)NCc4ccccc4)ccc32)CC1
→ -13%	6%	5%
> Cc1ccc(N2C(=O)C3C4CCC(O4)C3C2=O)c(OC(F)F)c1 (stereo not drawn)
→ 0%[56.1 µM]	.	2%
> COc1ccc(C(=O)NC(C)c2csc(C)n2)cc1OC1CCN(C(C)=O)CC1 (stereo not drawn)
→ 4%	-8%	2%
> COc1ccccc1C(=O)NNC(=O)CCCN1C(=O)/C(=C/c2cccs2)SC1=S
→ -1%	4%	-3%
> CCCNc1ccc(-c2nc(-c3ccncc3)no2)cc1[N+](=O)[O-]
→ 3%	.	1%
> Cc1c(C(=O)Nc2cccnc2Cl)oc2ccccc12
→ -12%	-4%	3%
> COC(=O)c1ccc(C2/C(=C(\O)c3cccc(OC)c3)C(=O)C(=O)N2CCCN(C)C)cc1 (stereo not drawn)
→ -5%	-27%	-3%
> CCc1ccc(CNC(=O)c2ccc3nc(SCc4ccc(F)cc4)n(C)c3c2)cc1
→ 2%	.	-5%
> O=C1CCCc2nc(N3CCc4ccccc43)ncc21
→ -1%	12%	-1%
> O=C(CN1C(=O)CCS(=O)(=O)c2ccccc21)Nc1cccc(F)c1
→ 0%	15%	-3%
> O=C(NCC(O)c1ccc2ccccc2c1)c1c(F)cccc1F (stereo not drawn)
→ .	-7%	1%
> CCc1ccc(NC(=O)CSc2nc3ccccc3c(=O)n2CCCN2CCC(C)CC2)cc1
→ 3%	0%	-5%
> Cc1ccc(S(=O)(=O)N(C)C)cc1NC(=O)CN1C(=O)NC2(CCCc3ccccc32)C1=O (stereo not drawn)
→ 6%	-3%	-13%

# Random draw from the library, and some 0.53% of all compounds hit somewhere here.
